Compound activity from PubChem BioAssay.
ARFGAP1 inh – inhibitors of rat ARFGAP1 GAP activity, primary screen, biochemical, fluorescence polarization, GDP tracer; ADP-ribosylation factor GTPase-activating protein 1 (Rattus norvegicus), Q62848; Arfgap1-stimulated ARF1 GTP hydrolysis, GDP FP detection; inhibition, % at 16.5 µM; 0.26% of 360,000 active;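 active = inhibition above a per-plate limit, mean inhibition of low control wells plus 3 SD, cut at about 25% in these data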;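 also: 0% = DMSO wells with enzyme and 100% = wells lacking Arfgap1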
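Assay system: purified rat His6-Arfgap1 residues 1-136 (GAP domain); Reagent: human Δ17 ARF1 bound to GTP; Dosing: 16.5 µM single point, 1.26% DMSO; Times: GTP hydrolysis reaction 2 h at 25 °C; Signal: FP, GDP Alexa 633 tracer displaced from anti-GDP antibody, 620/688 nm; Measure: % inhibition from polarization.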
DDE Tn6 FP inh – inhibitors of Tn6 peptide binding to fibrin DD(E), primary screen, biochemical, fluorescence polarization, human fibrin, Tn6 probe; Fibrin DD(E) TRITC-Tn6 fluorescence polarization displacement; Fibrinogen beta chain (Homo sapiens), P02675; inhibition, % at 8.3 µM; AID 720509, 2013; 0.21% of 370,000 active;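 active = inhibition above a per-campaign cutoff: mean of compounds within control limits plus 3 SD, cut at about 15% in these data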;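 also: 0% = median of all compound wells on the plate and 100% = blocking peptide control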
PLC-gamma1 inh – PLC-gamma1 enzyme inhibitors, primary screen, biochemical, fluorescence, purified enzyme; 1-phosphatidylinositol 4,5-bisphosphate phosphodiesterase gamma-1 (Homo sapiens), P19174; fluorogenic substrate; inhibition, % at 12.2 µM; 0.84% of 370,000 active; AID 720700, 2013; in the data active = inhibition above about 9.5%
Target sequence (P19174 whole entry, looked up): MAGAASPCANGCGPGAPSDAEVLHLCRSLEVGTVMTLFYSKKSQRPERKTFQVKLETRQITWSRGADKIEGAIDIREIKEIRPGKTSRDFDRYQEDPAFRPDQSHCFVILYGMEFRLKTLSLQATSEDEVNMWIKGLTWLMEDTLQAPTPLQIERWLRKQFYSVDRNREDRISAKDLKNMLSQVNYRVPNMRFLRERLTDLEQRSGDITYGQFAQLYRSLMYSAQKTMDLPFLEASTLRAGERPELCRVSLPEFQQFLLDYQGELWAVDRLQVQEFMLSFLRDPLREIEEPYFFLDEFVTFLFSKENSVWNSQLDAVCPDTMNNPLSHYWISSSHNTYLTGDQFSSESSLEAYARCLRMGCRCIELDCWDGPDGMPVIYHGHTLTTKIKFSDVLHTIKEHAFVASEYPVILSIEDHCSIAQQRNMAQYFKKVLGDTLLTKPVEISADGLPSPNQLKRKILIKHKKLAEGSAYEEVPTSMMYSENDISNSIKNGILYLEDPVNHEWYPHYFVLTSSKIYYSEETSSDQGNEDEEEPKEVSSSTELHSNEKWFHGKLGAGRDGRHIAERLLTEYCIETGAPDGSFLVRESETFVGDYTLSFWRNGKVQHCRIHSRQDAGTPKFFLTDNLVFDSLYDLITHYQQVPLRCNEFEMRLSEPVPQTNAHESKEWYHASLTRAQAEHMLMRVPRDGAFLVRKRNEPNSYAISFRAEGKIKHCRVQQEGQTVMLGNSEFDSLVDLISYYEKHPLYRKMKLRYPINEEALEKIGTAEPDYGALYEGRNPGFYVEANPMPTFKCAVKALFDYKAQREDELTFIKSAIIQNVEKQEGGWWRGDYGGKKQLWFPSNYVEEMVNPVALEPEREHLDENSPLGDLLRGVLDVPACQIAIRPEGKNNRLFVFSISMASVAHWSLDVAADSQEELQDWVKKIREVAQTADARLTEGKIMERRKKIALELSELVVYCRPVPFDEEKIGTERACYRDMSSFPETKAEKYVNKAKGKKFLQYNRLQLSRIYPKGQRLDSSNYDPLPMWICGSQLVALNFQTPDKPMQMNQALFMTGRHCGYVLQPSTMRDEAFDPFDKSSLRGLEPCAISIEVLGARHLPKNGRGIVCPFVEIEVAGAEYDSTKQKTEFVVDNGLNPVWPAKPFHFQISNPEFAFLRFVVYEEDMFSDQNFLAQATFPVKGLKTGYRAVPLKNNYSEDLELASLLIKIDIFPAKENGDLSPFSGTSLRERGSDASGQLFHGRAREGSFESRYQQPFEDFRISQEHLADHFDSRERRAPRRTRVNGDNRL
PLCb3 inh – human PLC-beta3 inhibitors, primary screen, biochemical, fluorescence; AID 720704, 2013; Purified PLC-beta3, fluorogenic substrate; 0.18% of 370,000 active; inhibition, % at 12.2 µM; in the data active = inhibition above about 11%;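 also: 0% = median of compound wells on plate and 100% = full blocker control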
proKLK7 act – proKLK7 zymogen activators, primary screen, biochemical, fluorescence intensity; purified proKLK7, EDANS-DABCYL substrate fluorescence; 100% is mature enzyme control, 0% vehicle; 0.9% of 370,000 active; AID 652039, 2013; Kallikrein-7 (Homo sapiens), P49862; activation, % at 7 µM;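 active = activation above the mean of all tested compounds plus 3 SD, computed per campaign excluding outliers beyond control limits, cut at about 13% in these data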
ASAP1 GAP inh – inhibitors of human ASAP1 ArfGAP activity, primary screen, biochemical, fluorescence polarization | Arf-GAP with SH3 domain, ANK repeat and PH domain-containing protein 1 (Homo sapiens), … | AID 624377, 2012 | ASAP1-stimulated ARF1 GTP hydrolysis, GDP FP detection | inhibition, % at 16.5 µM | 0.19% of 360,000 active; in the data active = inhibition above about 25%;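 also: 0% = vehicle with enzyme and substrate and 100% = no enzyme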
Tn7 DDE FP – inhibitors of Tn7 peptide binding to fibrin DD(E), primary screen, biochemical, fluorescence polarization, human fibrin, Tn7 probe. Fibrinogen beta chain (Homo sapiens), P02675. FP displacement of FITC-Tn7 peptide from fibrin DD(E); 0% = median of compound wells per plate. inhibition, % at 8.3 µM. 0.13% of 370,000 active;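 active = inhibition above the mean of compounds falling within the control limits plus 3 SD of them, cut at about 14% in these data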;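 also: 0% = plate median of compound wells and 100% = 10 µM Aha-Tn7 peptide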
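Assay system: human fibrin DD(E) protein / Input: 2 µM fibrin DD(E) / Benchmarks: high control of 10 µM Aha-Tn7 peptide / Measured by: fluorescence polarization of the labelled Tn7 tracer / Medium: Tris buffer with calcium and detergent, pH 7.8 / Timing: 10 min compound pre-incubation, 3 h probe incubation at room temperature / Repeats: one replicate per compound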
sPLA2-III inh – human group III sPLA2 inhibitors, primary screen, biochemical, QFRET, BODIPY PC-A2 liposome substrate; 0.56% of 370,000 active; inhibition, % at 12.2 µM; Group 3 secretory phospholipase A2 (Homo sapiens), Q9NZ20; AID 743126, 2013; QFRET BODIPY PC-A2 liposome hydrolysis, fluorescence;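 active = inhibition above mean plus 3 SD of compounds lying within the high and low control bounds, cut at about 19% in these data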;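 also: 0% = median of test compound wells and 100% = no enzyme DMSO wells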
UHRF1 binding – UHRF1 methylated DNA binding inhibitors, primary screen, counter-screen for MBD2 inhibitor project, biochemical, TR-FRET, human UHRF1, single concentration | UHRF1 binding to methylated oligo | AID 687016, 2013 | inhibition, % at 4.4 µM | 0.75% of 370,000 active; in the data active = inhibition above about 21%;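 also: UHRF1 SRA domain binding a hemimethylated CpG hairpin DNA probe; 0% = median of test compound wells and 100% = reference inhibitor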
Rev-erbA mod – modulators of Rev-erb alpha DNA binding, primary screen, biochemical, FITC-DNA, fluorescence polarization, uHTS; Nuclear receptor subfamily 1 group D member 1 (Homo sapiens), P20393; Rev-erbα–FITC-DNA binding, 90 min; activity, % at 10 µM; 0.79% of 370,000 active;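 active = activity above about 14%, limit read from the data; passing the limit was not always enough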;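 also: 0% = DMSO wells with 35 nM protein and 100% = DMSO wells with 750 nM protein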
Starred values were filed as active, the others as inactive; nt = no result given.

SMILES	ARFGAP1 inh	DDE Tn6 FP inh	PLC-gamma1 inh	PLCb3 inh	proKLK7 act	ASAP1 GAP inh	Tn7 DDE FP	sPLA2-III inh	UHRF1 binding	Rev-erbA mod
CC(C)CCn1c(Oc2ccc(Cl)cc2)nc2c1c(=O)n(C)c(=O)n2C	-3	-2	2	3	-0.2	0	-8	-1	1	3
CCOc1ncccc1C(=O)OCC(=O)NCc1ccc(C(=O)OC)cc1	-3	2	-3	-5	0.1	4	8	5	-1	2
CNC(=S)N/N=C/c1ccccc1OCC(=O)O	6	-1	-2	1	-0.7	-7	3	6	0	-4
COc1ccc2[nH]cc(C(C)c3c[nH]c4ccccc34)c2c1 (configuration not stated)	nt	-4	-5	-8	-0.3	nt	-6	-62	-2	-2
COc1ccc(N(CC(=O)NCCSc2ccc(C)cc2)S(=O)(=O)c2ccccc2)c(OC)c1	-2	-2	0	2	1.2	-15	-5	-13	-2	1
O=C(/C=C\c1ccco1)Oc1cccc2cccnc12	-1	5	4	1	-0.6	-10	-9	-1	1	-2
CCC(=O)NC(c1ccco1)c1cc(Cl)c2cccnc2c1O (configuration not stated)	-11	1	-46	-47	-0.1	-10	0	16	-7	-1
O=C1COc2ccc(C(=O)COC(=O)Cc3ccc(F)cc3)cc2N1	-4	0	-42	-44	7.4	7	-5	-3	1	0
CCOC(=O)N1CCN(Cc2nnc(-c3cccc(Br)c3)o2)CC1	7	-5	3	1	0.1	-7	7	17	1	5
Cc1ccc(NCc2nc3ccccc3n2C)cc1	5	1	2	-4	-1.1	-16	-3	7	-4	1
Cc1cccc(C)c1OCc1cc(C(=O)N(Cc2c(C)nn(C)c2C)C2CC2)no1	-5	-1	4	-7	-0.5	11	-5	-10	-2	1
CN(C)S(=O)(=O)c1cccc(NC(=O)CN2C(=O)NC3(CCc4ccccc4C3)C2=O)c1 (configuration not stated)	-6	5	1	-148	0.0	0	3	-17	0	-2
O=C(N/N=C/c1ccc([N+](=O)[O-])cc1)c1cnccn1	7	2	-1	-6	0.0	8	-2	3	-1	4
O=C(CCn1nc(-c2ccc(Cl)cc2)ccc1=O)NCCCN1CCCCCC1	-6	-6	2	3	-0.3	-14	6	-2	-3	-3
COCCCn1cnnc1SCc1nc2sc(C(C)=O)c(C)c2c(=O)[nH]1	2	-2	-8	-19	-0.6	-6	8	5	-7	-6
CCSc1nnc(-c2cccnc2)n1-c1ccc(C)c(Cl)c1	-7	-1	-1	1	-0.4	-16	0	1	-6	6
CCn1ccc(C(=O)Oc2ccc(C(C)C)cc2)n1	10	2	-1	3	-0.2	-1	-6	-4	-4	0
CON(Cc1ccccc1)S(=O)(=O)c1ccccc1Br	-4	1	0	-1	-1.1	10	5	1	1	2
Cc1cc(C)c2sc(N(CCCN(C)C)C(=O)c3ccc(S(=O)(=O)N4CCCc5ccccc54)cc3)nc2c1	-7	-6	-5	1	-0.9	-1	8	-12	-1	-8
COc1ccc(C(=O)c2c[nH]c(C(=O)NCCCN3CCOCC3)c2)cc1	11	2	-1	-1	0.2	-7	5	7	1	5
CCCc1nnc(NC(=O)CC(C)c2ccccc2)s1 (configuration not stated)	10	1	-1	-7	-0.2	-8	-5	-12	0	-7
O=C(CSc1ccc2nnc(-c3ccccn3)n2n1)NCc1ccc2c(c1)OCO2	-7	4	3	3	-0.8	-5	-9	-3	-2	4
CCOC(=O)N1CCC(N2CCCC(C(=O)c3cccc(OC)c3)C2)CC1 (configuration not stated)	7	7	-3	-11	0.8	2	-2	-9	-2	-3
CCOC(=O)Cc1csc(SCC(=O)NC2CCCC(C)C2C)n1 (configuration not stated)	-1	5	-2	1	0.2	-14	7	-2	-2	4
CSc1ccccc1C(=O)Nc1cccc(C)c1	-8	12	0	0	0.4	2	1	9	4	0
NC(=O)NC(c1ccccc1)c1cccc2ccccc12 (configuration not stated)	-12	1	-1	-3	0.2	1	5	-10	-1	4
CCOC(=O)c1cc(CC)sc1NC(=O)Cc1ccsc1	-7	-4	-38	-1	0.7	6	-7	-1	0	5
CN(C)c1nc(Nn2cnnc2)nc(N(C)C)n1	-2	12	1	-3	-0.1	6	7	6	-1	1
CC(C)(C)n1ncc2c(=O)n(CC(=O)NCc3ccccc3Cl)cnc21	1	1	0	1	-0.6	-9	0	-3	0	-2
O=C(NCC(c1ccco1)N1CCCCC1)C(c1ccccc1)c1ccccc1 (configuration not stated)	-3	-7	1	-5	0.8	-2	-3	-14	-2	-1

Arranged by the number under proKLK7 act (low to high): some entries from above.
molecule	proKLK7 act
CC(C)(C)n1ncc2c(=O)n(CC(=O)NCc3ccccc3Cl)cnc21	-0.6
COc1ccc2[nH]cc(C(C)c3c[nH]c4ccccc34)c2c1 (configuration not stated)	-0.3
COc1ccc(N(CC(=O)NCCSc2ccc(C)cc2)S(=O)(=O)c2ccccc2)c(OC)c1	1.2

(further entries)
SMILES	ARFGAP1 inh	DDE Tn6 FP inh	PLC-gamma1 inh	PLCb3 inh	proKLK7 act	ASAP1 GAP inh	Tn7 DDE FP	sPLA2-III inh	UHRF1 binding	Rev-erbA mod
CC(C)OC(=O)CC1C(=O)NCCN1C(=S)NC(=O)c1cccs1 (configuration not stated)	1	5	-1	-4	-0.1	4	2	6	1	0
COc1ccc(NC(=O)COC(=O)C2CCN(S(=O)(=O)c3cccs3)CC2)cc1	-5	7	-3	-5	-0.1	8	9	-5	-2	3
Cn1c(=O)oc2ccc(C(=O)CSc3nnnn3-c3ccccc3)cc21	1	0	-5	1	-0.6	7	4	0	4	0
COc1ccccc1CNc1ncnc2cc(OC)c(OC)cc12	0	7	-2	-2	0.1	-3	3	-2	3	-2
CC[C@H](C)[C@@H](C(=O)N1CCNCC1)n1cc([C@@H](N)Cc2ccc(O)cc2)nn1	-3	-2	-12	-1	0.2	9	3	2	0	-6
COCCCNC(=O)CC(NS(=O)(=O)c1ccc(C)cc1)c1ccco1 (configuration not stated)	4	-4	6	4	-0.1	-11	-2	-5	-1	0
OC(COc1ccc(Br)cc1)CN1CCCC1 (configuration not stated)	1	5	1	3	0.1	1	-1	5	-1	-5
Fc1ccc(CNc2nc(-c3ccco3)cc(C(F)(F)F)n2)cc1	1	2	-12	-18	-0.7	0	-9	-5	1	6
O=C(NC1CCCCN(Cc2cccc(C(F)(F)F)c2)C1=O)c1cccc(C(F)(F)F)c1 (configuration not stated)	nt	2	-1	-6	0.3	nt	3	11	1	0
Cc1c(Nc2ccc(C=O)cc2)c(=O)n(-c2ccccc2)n1C	0	15	-8	-5	0.6	6	-5	2	1	10
O=c1c(-c2ccc(Oc3ccccc3)cc2)[n+]([O-])c2ccccc2n1OCc1ccccn1	6	-2	-4	-2	0.4	5	-2	3	1	3
COc1ccc(/C(C)=N/NC(=O)CNC(=O)c2cccnc2)cc1OC	5	-9	5	-3	0.1	-7	-7	1	0	-3
CC(C)CC(=O)NNC(=O)c1ccc(Cl)cc1	4	8	1	2	-0.4	12	2	-7	-2	-1
CCCCCCn1nc(C(=O)OCC(=O)NC2CCS(=O)(=O)C2)c2ccccc2c1=O (configuration not stated)	16	-1	-4	-10	0.7	-6	5	-2	-1	-2
COc1ccc(N(C(=O)c2ccco2)C(C(=O)NC2CCCC2)c2ccc(N(C)C)cc2)cc1OC (configuration not stated)	-6	-4	4	-1	0.2	-4	-5	4	-1	-9
CN1CCN(c2ccc(S(=O)(=O)N3CCOCC3)cc2)CC1	4	3	-2	-4	0.6	-9	5	3	2	-1
COc1cc(NC(=O)CCS(=O)(=O)c2ccc3c(c2)oc(=O)n3C)cc(OC)c1	7	-2	0	-2	-0.8	5	-2	9	4	-6
NC(=O)c1cc([N+](=O)[O-])c(Cl)cc1NCc1cccnc1	-4	1	-3	-9	0.4	6	6	5	1	0
CCC(c1nnc(SCC(=O)NC2CCCCC2)n1Cc1ccccc1)N(C)C (configuration not stated)	-7	-4	-4	3	-0.4	2	-2	-3	-4	4
COc1ccccc1NS(=O)(=O)c1cc(NC(=O)c2[nH]c(C)c(C(C)=O)c2C)ccc1N1CCOCC1	15	-14	-4	-6	-0.8	1	0	-31	1	7
O=C(NCCc1ccccc1)OCc1cn(-c2c(F)cccc2F)nn1	nt	8	1	-2	-0.9	nt	-6	6	1	-2
Cc1cccc(OCCCC(=O)Nc2ccc(N3CCCCC3)cc2)c1	5	9	1	-2	0.0	-5	4	7	-2	1
COc1cccc(NC(=O)N2CCC(NC(=O)C(Cc3ccccc3F)NC(C)=O)CC2)c1 (configuration not stated)	12	-2	6	-12	0.5	-4	5	12	5	-2
CCC(CC)C(=O)Nc1c2c(nn1-c1ccc(F)cc1)CS(=O)(=O)C2	4	-2	1	4	0.1	-2	-2	5	0	-7
C/C(=N\Nc1nc2ccccc2[nH]1)c1ccc2c(c1)OCCO2	14	-1	-26	-44	0.5	9	-5	-2	-3	4
COc1ccc(CNC2CCC23CCC(C)CC3)cc1 (configuration not stated)	nt	1	0	-1	nt	nt	-3	6	2	0
COc1ccc(NC(=O)c2ccc3c(c2)OCO3)cc1[N+](=O)[O-]	-7	-3	3	3	0.5	0	-1	-1	-7	-7
Cc1ccc(CNC(=O)CSc2n[nH]c(N)n2)cc1	-1	1	1	-3	0.4	5	3	0	-2	3
C=CCOc1ccc(C2C(C(=O)c3cccs3)=C(O)C(=O)N2c2nnc(C)s2)cc1 (configuration not stated)	-8	8	-49	-57	0.1	-6	14	-29	-6	34*
Cc1nn(-c2ccc(F)cc2)c(C)c1/C=C/C(=O)N1CCNC(=O)C1	-9	-3	3	3	0.0	5	-8	2	0	3
CC(C)NC(=O)c1ccc(CNC(=O)OCC(F)(F)F)cc1	10	2	0	3	-0.2	8	-4	4	1	-8
Cc1noc2ncnc(Oc3cc(Cl)ccc3Cl)c12	0	7	1	2	0.3	7	6	-1	2	2

No enrichment for hits (roughly 4.5% active in at least one column).
